TrxR1 substrate – is turned over as a substrate by rat TrxR1; 0.01% of 390,000 active; Potency, µM (doses to about 114 µM), inactives show at the top dose activity change, negative = substrate turnover; purified TrxR1 substrate turnover, NADPH consumption readout; O89049; also: potency is read from the fitted curve at half-maximal effect; % is scaled to controls: 0 for no effect and ±100 for the full control effect; nearly all actives have a fitted effect of over 50% in size
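Rat TrxR1, dispensed at 90 nM, was prereduced with 400 uM NADPH (final) for 5 min at ~22 deg C, then incubated with compound 15 min before 400 uM selenite. A first-read NADPH fluorescence drop versus no-compound background flagged substrates.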
D2 antag – antagonists of human D2 dopamine receptor. HEK293 TREx D2 cells, calcium flux, dopamine EC80. inhibition, % at 10 µM. 2% of 340,000 active. AID 485344; in the data active = inhibition above about 30%; also: 0% is about no effect
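Measurement of antagonist activity uses fluorescent calcium dye in inducible HEK293 T-REx D2 cells: 10 s baseline, compound addition with 180 s read, EC80 dopamine addition with a further 180 s read.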
USP1 inh – blocks the human USP1/UAF1 deubiquitinase complex; Potency, µM (titrated, usually from 57.1 µM), for the others: at the highest dose activity change, negative = inhibition, most hits filed as inhibitors; 0.23% of 390,000 active; AID 743255; recombinant USP1/UAF1, Ub-Rhodamine cleavage fluorescence; also: potency is read from the fitted curve at half-maximal effect; % is scaled to controls: 0 for no effect and ±100 for the full control effect; nearly all actives have a fitted effect of over 60% in size; inactives centre near -12
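In this screen, compounds sit with the deubiquitinase complex (1nM) for 15 min at room temperature before Ub-Rho is added at 150nM final. Fluorescence rise is then followed for 6 reads every 60 seconds.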
TRHR ag – agonists of human TRH receptor. TRHR cells, calcium flux fluo-8, FDSS agonist mode. activation, % at 2 µM. P34981. AID 493084. 0.18% of 360,000 active; in the data active = activation above about 30%; also: 0% is about no effect
Target sequence (P34981 whole entry, looked up): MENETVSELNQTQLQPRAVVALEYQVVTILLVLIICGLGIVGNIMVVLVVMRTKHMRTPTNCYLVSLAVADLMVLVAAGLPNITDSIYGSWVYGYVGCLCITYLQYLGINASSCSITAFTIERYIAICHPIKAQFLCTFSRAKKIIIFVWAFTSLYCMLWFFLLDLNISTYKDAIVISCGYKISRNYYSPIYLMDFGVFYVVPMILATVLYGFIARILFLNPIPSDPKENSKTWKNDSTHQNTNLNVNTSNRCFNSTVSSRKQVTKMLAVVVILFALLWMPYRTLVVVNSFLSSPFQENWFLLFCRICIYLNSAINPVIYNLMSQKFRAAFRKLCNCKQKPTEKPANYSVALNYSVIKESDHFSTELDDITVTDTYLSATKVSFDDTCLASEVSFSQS
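Read-out: compound-evoked intracellular calcium rise in TRHR cells, fluo-8 dye, kinetic FDSS fluorescence at 1 s/cycle following a 10-cycle baseline. Cells cultured overnight before dye loading (30 min–1.5 h, RT).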
D2 agonist – agonists of human D2 dopamine receptor; HEK293 T-REx D2 cells, calcium flux agonist mode; activation, % at 2 µM; 0.53% of 340,000 active; AID 485358;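 active = activation over 3 SD above normal in the single-dose calcium agonist read, cut at about 30% in these data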; also: 0% is about no effect
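Tetracycline-induced HEK293 T-REx cells with force-coupled D2 receptor, plated overnight at 30 C, loaded with no-wash calcium dye. After a 10 s baseline, compound was pin-added and calcium flux read kinetically for 180 s; calcium rises flagged agonists.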
mIDH1 inhibitor – inhibitors of human mutant IDH1 R132H | IDH1-R132H enzyme, NADPH consumption, diaphorase/resazurin fluorescence | Potency, µM (highest dose often 76.6 µM), inactives show top-dose activity change, negative = inhibition, usual class: inhibitors | 0.093% of 390,000 active; also: potency is read from the fitted curve at half-maximal effect; % is scaled to controls: 0 for no effect and ±100 for the full control effect; nearly all actives have a fitted effect of over 65% in size
Target sequence (O75874 whole entry R132H, stated change not applied): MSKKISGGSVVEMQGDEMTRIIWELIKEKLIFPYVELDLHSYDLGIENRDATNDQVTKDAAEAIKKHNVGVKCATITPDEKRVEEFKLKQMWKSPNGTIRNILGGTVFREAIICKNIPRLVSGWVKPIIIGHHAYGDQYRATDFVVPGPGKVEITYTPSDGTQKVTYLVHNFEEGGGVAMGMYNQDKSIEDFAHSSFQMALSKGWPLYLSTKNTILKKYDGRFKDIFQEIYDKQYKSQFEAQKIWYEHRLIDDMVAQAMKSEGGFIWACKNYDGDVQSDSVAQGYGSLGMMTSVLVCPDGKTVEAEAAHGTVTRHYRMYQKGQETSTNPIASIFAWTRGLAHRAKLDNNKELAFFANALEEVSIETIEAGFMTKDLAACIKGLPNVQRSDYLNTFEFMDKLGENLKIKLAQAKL
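IDH1-R132H (0.5 ug/mL) preincubated 30 min with compound, then NADPH (0.016 mM) and alpha-KG (2 mM) added; 80 min at RT, pH 7.5. Remaining NADPH coupled via diaphorase/resazurin to fluorescence (540/590 nm); concentration-response curves normalized to no-enzyme control.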
TRHR PAM – TRH receptor (human) allosteric enhancement | 0.66% of 360,000 active | TRHR cells, fluo-8 calcium fluorescence, EC20 TRH enhancement | enhancement, % at 2 µM | P34981; in the data active = enhancement above about 30%; also: 0% is about no effect
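TRHR-expressing cells loaded with fluo-8 calcium dye were read kinetically (ex 480/em 530) during compound addition, then stimulated with an EC20 of TRH (10 nM final). Enhancement of the Gq-mediated intracellular calcium response was scored.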
rTrxR1 inhibitor – inhibitors of rat thioredoxin reductase 1; recombinant rTrxR1, NADPH fluorescence consumption, selenite substrate; Potency, µM (titrated, usually from 114 µM), for the others: at the highest dose activity change, negative = inhibition, usual class: inhibitors; 1% of 390,000 active; O89049; also: potency is read from the fitted curve at half-maximal effect; % is scaled to controls: 0 for no effect and ±100 for the full control effect; nearly all actives have a fitted effect of over 65% in size
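Rat TrxR1 (90 nM in the dispensed reagent) was pre-reduced with 400 uM NADPH for 5 min at room temperature, then incubated with compound for 15 min. After 400 uM selenite was added, NADPH fluorescence (Ex 340/Em 450 nm) was followed for 8 min.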
Pin1 inhibitor – human Pin1 inhibition. Q13526. Pin1 FP peptide displacement, HiFluor488, 10 min. Potency, µM (highest dose often 115 µM), for inactives: top-dose activity, negative = inhibition, actives largely listed as inhibitors. 0.009% of 390,000 active; active = well fitted inhibition curve with a large enough effect in the polarisation, with a control signal flat, not every such curve was filed as active; inconclusive = small, poorly fitted or top-dose-only effect, or effect the other way, or a change in a side signal; inactive = no such curve, though single readings can be large or run the other way; the % refers to the polarisation; also: potency is read from the fitted curve at half-maximal effect; % is scaled to controls: 0 for no effect and ±100 for the full control effect
Target sequence (Q13526 whole entry, looked up): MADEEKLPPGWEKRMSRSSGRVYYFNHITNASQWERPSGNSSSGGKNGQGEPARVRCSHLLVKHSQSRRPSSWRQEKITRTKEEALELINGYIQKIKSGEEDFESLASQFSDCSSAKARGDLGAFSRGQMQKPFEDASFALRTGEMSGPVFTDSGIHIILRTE
An asterisk follows results filed as active; u = inconclusive; x = not tested or not shown; [ ] = another dose, or the depositor's remark. Unless noted, calls follow the shape of the dose curve; as a rule, active = well fitted inhibition curve with a large enough effect; inconclusive = small, poorly fitted or top-dose-only effect; inactive = no such curve, though single readings can be large or run the other way. Some of the compounds tested (hit frequency here may not be typical).

No.	structure	D2 antag	TRHR ag	D2 agonist	TrxR1 substrate	TRHR PAM
1	COc1ccccc1CNC(=O)c1cc2c(s1)-c1ccccc1OC2	x	0.4	0.7	336%[activator]	14
2	O=C1CCC(=O)N1c1cccc(-c2nc3ccccc3o2)c1	-17	-0.8	0.2	24%	13
3	Cc1cc(C(=O)NC(C)C2CCCO2)no1 (stereo not given)	-8	0.8	-0.2	1%	-1
4	NC(=O)c1ccc(-n2nnnc2SCc2ccccc2)cc1	-23	-0.3	-3.2	4%[11.4 µM]	6
5	COc1ccccc1-n1nnnc1SCC(=O)NC1CC1	11	0.7	1.0	0%[57.1 µM]	0
6	CCN(C(=O)C(NS(=O)(=O)c1ccc(Br)s1)c1ccccc1)c1ccc(C)c(C)c1 (stereo not given)	x	0.1	-1.0	-4%	-4
7	CC(C)(C)NC(=S)NCc1ccncc1	4	0.5	-0.5	-1%	-2
8	Cn1c(=O)c2[nH]c(CNCc3ccccc3Cl)nc2n(C)c1=O	-7	-1.3	-1.5	-2%	-8
9	CS(=O)(=O)c1nc2c(cc1C#N)CCCC2	x	0.1	x	-4%	6
10	Nc1cc(=O)[nH]c(SCC(=O)N2CCc3ccccc3C2)n1	-8	0.2	0.2	-4%	-6

No.	USP1 inh	Pin1 inhibitor	rTrxR1 inhibitor	mIDH1 inhibitor
1	-16%	41%[activator]	321%[activator]	-9%
2	-2%	2%	18%	5%
3	-14%	-15%	14%	0%
4	-6%	-1%	4%[11.4 µM]	6%
5	-15%	0%	4%[57.1 µM]	-7%
6	-20%	-2%	8%	28%
7	-8%	0%	-15%	19%
8	-16%	u	0%[57.1 µM]	0%
9	-3%	u	-3%	1%
10	-5%	10%	5%	0%

More compounds
No.	structure	D2 antag	TRHR ag	D2 agonist	TrxR1 substrate	TRHR PAM
11	Cc1ccsc1/C=N/NC(=O)CNC(=O)c1ccc(S(=O)(=O)N2CCOCC2)cc1	3	0.7	1.1	-3%	0
12	O=c1[nH]c(CSc2nc3ccccc3[nH]2)nc2c1cnn2-c1ccccc1	x	0.1	x	-11%	1
13	CC(=O)Nc1cccc(NC(=O)Cn2cnc3c(oc4ccccc43)c2=O)c1	x	-0.2	5.5	-9%	-4
14	CC(NC(=O)c1cccs1)C(c1cccs1)N1CCN(Cc2ccccc2)CC1 (stereo not given)	-7	-0.2	-0.7	8%	-4
15	COc1ccc(CNC(=O)CCCn2c(SCC(N)=O)nc3cc4c(cc3c2=O)OCO4)cc1	x	0.4	0.7	-3%[57.1 µM]	6
16	CCOC(=O)c1ccc(CNC(=O)Cn2nnc(-c3ccccc3F)n2)o1	6	-0.5	1.3	8%[57.1 µM]	4
17	COc1ccc(C(=O)Nc2cccc(C(C)=O)c2)c(OC)c1OC	5	0.4	1.1	4%	-5
18	CCCNC(=O)C(Cc1ccc(I)cc1)NC(=O)c1ccc(C#N)cc1 (stereo not given)	-2	-0.8	0.1	3%	-12
19	CC(C)(C)c1ccc(/C=N/Nc2cccc(C(=O)O)c2)cc1	-23	0.3	0.3	-11%	11
20	CCOC(=O)N(Cc1ccccc1)Cc1ccc(C(=O)N[C@@H](Cc2ccccc2)C(=O)O)cc1	x	x	x	3%[57.1 µM]	x

No.	USP1 inh	Pin1 inhibitor	rTrxR1 inhibitor	mIDH1 inhibitor
11	-3%	2%	12%	13%
12	-20%	13%	-14%	3%
13	-3%	-2%	-1%	20%
14	2%	-2%	26%	8%
15	-13%	5%	9%[57.1 µM]	-14%
16	-14%	2%	8%[57.1 µM]	2%
17	-10%	-2%	14%	2%
18	-32%	-19%	13%	-2%
19	-17%	-20%	-2%	-6%
20	-13%	-5%	6%[57.1 µM]	9%

The list continues.
No.	structure	D2 antag	TRHR ag	D2 agonist	TrxR1 substrate	TRHR PAM
21	CC(=O)c1sc(NC(=O)c2cccc3ccccc23)nc1C	1	-0.1	0.0	-9%	-2
22	O=C(/C=C/c1cc(Br)ccc1F)Nc1cccnc1	-18	-1.5	0.3	-1%	5
23	COc1ccc(OC)c(CCNC(=O)CCc2nnc3ccc(N4CCOCC4)nn23)c1	5	0.5	-0.1	-13%	-1
24	Cc1ccc(Cl)cc1N1CCN(C(CC(C)C)c2nnnn2CC2CCCO2)CC1 (stereo not given)	23	0.6	16	4%	-4
25	Cc1cc(NC(=O)Nc2nc3c(s2)CCCCCC3)ccc1Br	x	-0.1	1.7	0%[57.1 µM]	-1
26	OCC(O)C(O)C(O)C(O)c1nc2ccccc2[nH]1 (stereo not given)	2	0.9	-0.8	9%	1
27	O=C(c1ccc(C(F)(F)F)n(Cc2ccc(Cl)cc2)c1=O)N1CCOCC1	14	1.8	0.9	-5%	3
28	C=CCNCCOCCOc1ccccc1-c1ccccc1	-3	0.6	0.2	12%	7
29	COCCCNC(=O)c1ccc(-n2c(-c3ccccc3)cc3c2CCC(C)C3)cc1 (stereo not given)	x	0.6	-0.8	2%	-4
30	Cc1nc2ccc(S(=O)(=O)CCC(=O)Nc3ccc(Cl)cc3)cc2s1	x	0.2	0.0	-2%	9

No.	USP1 inh	Pin1 inhibitor	rTrxR1 inhibitor	mIDH1 inhibitor
21	0%	3%	-4%	7%
22	-15%	0%	15%	0%
23	-26%	4%	-26%	5%
24	-9%	-1%	7%[57.1 µM]	9%
25	-4%	-2%	18%[57.1 µM]	-8%
26	-19%	-3%	11%[57.1 µM]	1%
27	-15%	-4%	19%	-6%
28	6%	-1%	20%	5%
29	-28%	-4%	17%	16%
30	20%	5%	7%	x

Next records
No.	structure	D2 antag	TRHR ag	D2 agonist	TrxR1 substrate	TRHR PAM
31	O=C(Nc1nc2c(s1)CCCC2)c1cc(-c2ccc3c(c2)OCO3)nc2ccccc12	-2	0.4	-0.7	x	-7
32	O=C(NCCC1=CCCCC1)c1c(O)nc2ccccn2c1=O	8	-0.6	0.0	2%	-1
33	Cc1ccc(-c2nn(-c3cccc([N+](=O)[O-])c3)c3c2cnc2ccc(F)cc23)cc1	x	0.1	x	1%[57.1 µM]	3
34	CC(C)NC(=O)COC(=O)c1ccc(Oc2ccccc2)cc1	2	-0.5	0.4	-13%	-2
35	COc1ccc(C)cc1N(CC(=O)NC1CCCC1)C(=O)CCC(=O)Nc1nc(C)cs1	-12	2.1	0.1	8%[57.1 µM]	22
36	Cc1c(/C=N/NC(=O)CNc2ccccc2)c2ccccn2c1C(=O)c1ccc(Cl)cc1	-2	1.2	0.8	-13%	6
37	CCCS(=O)(=O)c1nc(S(=O)(=O)c2ccc(C)cc2)c(NCCCOC(C)C)s1	x	-0.8	-1.2	-18%	6
38	Cc1cc(C)n(CCNC(=O)C2CCC(=O)N(CCc3cccc(F)c3)C2)n1 (stereo not given)	-9	1.6	-0.9	0%	-3
39	COc1ccc(C2=C/C(=C\c3ccccc3OC(C)=O)C(=O)O2)cc1	0	19	9.0	3%	-1
40	O=C(NCc1cccnc1)/C(=C\c1ccc(-c2cccc(Cl)c2)o1)S(=O)(=O)c1ccccc1	-3	0.4	2.1	-7%	-9

No.	USP1 inh	Pin1 inhibitor	rTrxR1 inhibitor	mIDH1 inhibitor
31	x	x	x	x
32	-21%	6%	13%	-2%
33	-13%	0%	6%[57.1 µM]	-2%
34	-8%	-7%	0%[57.1 µM]	10%
35	-1%	8%	2%[57.1 µM]	-2%
36	-8%	58%[activator]	-18%	-1%
37	-8%	u	u	x
38	-1%	3%	-10%	-2%
39	-14%	27%	-10%	11%
40	-12%	16%	11µM*	-6%

The list continues.
No.	structure	D2 antag	TRHR ag	D2 agonist	TrxR1 substrate	TRHR PAM
41	Cc1c(Cl)cccc1NC(=S)NCCc1ccccn1	1	0.6	-0.8	4%[57.1 µM]	-4
42	CCOC(=O)Cn1nc(/C=C/c2ccccc2)ccc1=O	x	x	x	12%[57.1 µM]	x
43	O=S(CC1CC1(Cl)Cl)CC1CC1(Cl)Cl (stereo not given)	0	-0.2	-0.4	-5%	-8
44	Cc1ccc2nc(-c3ccncc3)c(Nc3ccc(C(C)C)cc3)n2c1	x	-1.0	-0.9	16%	-4

No.	USP1 inh	Pin1 inhibitor	rTrxR1 inhibitor	mIDH1 inhibitor
41	u	-2%	7%[57.1 µM]	11%
42	-2%	4%	13%[57.1 µM]	7%
43	-18%	-9%	-5%	1%
44	-8%	27%	4%	u

Structures from the list above that have a Cl atom (eight):
No.	structure	D2 antag	TRHR ag	D2 agonist	TrxR1 substrate	TRHR PAM
8	Cn1c(=O)c2[nH]c(CNCc3ccccc3Cl)nc2n(C)c1=O	-7	-1.3	-1.5	-2%	-8
24	Cc1ccc(Cl)cc1N1CCN(C(CC(C)C)c2nnnn2CC2CCCO2)CC1 (stereo not given)	23	0.6	16	4%	-4
27	O=C(c1ccc(C(F)(F)F)n(Cc2ccc(Cl)cc2)c1=O)N1CCOCC1	14	1.8	0.9	-5%	3
30	Cc1nc2ccc(S(=O)(=O)CCC(=O)Nc3ccc(Cl)cc3)cc2s1	x	0.2	0.0	-2%	9
36	Cc1c(/C=N/NC(=O)CNc2ccccc2)c2ccccn2c1C(=O)c1ccc(Cl)cc1	-2	1.2	0.8	-13%	6
40	O=C(NCc1cccnc1)/C(=C\c1ccc(-c2cccc(Cl)c2)o1)S(=O)(=O)c1ccccc1	-3	0.4	2.1	-7%	-9
41	Cc1c(Cl)cccc1NC(=S)NCCc1ccccn1	1	0.6	-0.8	4%[57.1 µM]	-4
43	O=S(CC1CC1(Cl)Cl)CC1CC1(Cl)Cl (stereo not given)	0	-0.2	-0.4	-5%	-8

No.	USP1 inh	Pin1 inhibitor	rTrxR1 inhibitor	mIDH1 inhibitor
8	-16%	u	0%[57.1 µM]	0%
24	-9%	-1%	7%[57.1 µM]	9%
27	-15%	-4%	19%	-6%
30	20%	5%	7%	x
36	-8%	58%[activator]	-18%	-1%
40	-12%	16%	11µM*	-6%
41	u	-2%	7%[57.1 µM]	11%
43	-18%	-9%	-5%	1%
